Screening results as filed in PubChem BioAssay.
15-hLO-2 inh: inhibitors of human 15-lipoxygenase 2 (ALOX15B) | Potency, µM (series often up to 57.1 µM), without a hit: at the top dose activity change, negative = inhibition, actives largely listed as inhibitors | 0.56% of 110,000 active | O15296 | AID 881 | purified 15hLO-2, xylenol orange hydroperoxide absorbance; also: potency is read from the fitted curve at half-maximal effect; nearly all actives have a fitted effect of over 60% in size; many of its hits are not listed in these tables
Target sequence (O15296 whole entry, looked up): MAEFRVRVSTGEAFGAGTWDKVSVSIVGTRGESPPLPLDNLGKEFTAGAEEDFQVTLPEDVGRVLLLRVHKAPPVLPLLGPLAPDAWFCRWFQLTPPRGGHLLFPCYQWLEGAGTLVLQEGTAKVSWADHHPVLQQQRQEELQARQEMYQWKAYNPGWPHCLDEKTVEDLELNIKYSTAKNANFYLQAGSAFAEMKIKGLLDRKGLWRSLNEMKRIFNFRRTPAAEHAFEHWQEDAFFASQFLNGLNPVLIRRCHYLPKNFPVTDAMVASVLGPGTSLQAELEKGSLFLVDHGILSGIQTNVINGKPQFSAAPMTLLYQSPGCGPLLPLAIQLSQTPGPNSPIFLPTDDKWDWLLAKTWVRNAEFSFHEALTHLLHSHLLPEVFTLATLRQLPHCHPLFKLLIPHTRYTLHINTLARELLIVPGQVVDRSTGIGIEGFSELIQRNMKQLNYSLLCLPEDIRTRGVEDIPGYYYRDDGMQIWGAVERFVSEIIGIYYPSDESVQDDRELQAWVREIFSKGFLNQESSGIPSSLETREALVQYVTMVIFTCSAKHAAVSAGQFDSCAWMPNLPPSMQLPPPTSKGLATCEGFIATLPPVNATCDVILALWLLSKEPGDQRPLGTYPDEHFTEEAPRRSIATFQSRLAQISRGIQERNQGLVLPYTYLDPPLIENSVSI
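Purified human 15hLO-2 (50 nM) preincubated 15 min with compound, then 45 uM arachidonic acid for 90 min at RT in 25 mM Hepes pH 7.5, 0.01% Triton X-100. Hydroperoxide detected by Fe-xylenol orange; 573/405 nm absorbance ratio.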
IMPase inh: IMPase inhibition in cells. P97697. AID 901. inhibition (IP1 accumulation), % at 46.1 µM. 120,000 tested, under 10 active. CHO-M1 cells, IP1 accumulation, HTRF TR-FRET ratio; active = well fitted curve in the direction sought with a large enough effect in the signal ratio, not every such curve was filed as active; inconclusive = small, poorly fitted or top-dose-only effect, or a change in a side signal; inactive = no such curve, though single readings can be large or run the other way; the % refers to the signal ratio;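 also: cells stimulated with carbachol in lithium chloride buffer; plate controls were DMSO basal wells for no effect and reference inhibitor wells for full effect; higher means more IMPase inhibition seen as more IP1 and lower FRET ratio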
Target sequence (P97697 whole entry, looked up): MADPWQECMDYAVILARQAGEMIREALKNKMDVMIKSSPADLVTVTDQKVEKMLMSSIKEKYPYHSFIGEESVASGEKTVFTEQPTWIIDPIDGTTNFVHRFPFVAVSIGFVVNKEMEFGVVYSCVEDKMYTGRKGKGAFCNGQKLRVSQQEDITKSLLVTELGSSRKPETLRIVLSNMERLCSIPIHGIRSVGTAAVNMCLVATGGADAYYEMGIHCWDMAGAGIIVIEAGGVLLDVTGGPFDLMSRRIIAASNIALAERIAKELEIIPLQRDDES
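The IP-One HTRF competitive assay in carbachol-stimulated CHO-M1 cells quantifies cellular IP1. Compounds spanned up to 46 uM final, and activity is expressed as AC50 from concentration-response fits of the ratio and donor data.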
12-hLO inh: 12-hLO (ALOX12) enzyme inhibition. P18054. purified 12-hLO, xylenol orange hydroperoxide absorbance. Potency, µM (highest dose often 57.1 µM), without a hit: at the highest dose activity change, negative = inhibition, usual class: inhibitors. 0.12% of 150,000 active. AID 1452; also: potency is read from the fitted curve at half-maximal effect; nearly all actives have a fitted effect of over 55% in size; many of its hits are not listed in these tables
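150 nM 12hLO, 25 mM Hepes pH 7.0 + 0.01% Triton X-100; cpd preinc 15 min RT; 40 uM arachidonic acid, 30 min RT; Fe-XO 30 min; A573/A405 ratio as read-out.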
PNC inhibitor: inhibitors of perinucleolar compartment assembly | PC3M PTB-GFP, PNC prevalence imaging, 16 h; hits give low values | activity change (PNC), negative = inhibition, % at 10 µM | 3.1% of 140,000 active | AID 2417;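 active = readout at or below -70, meaning at least 70% loss of cells showing the perinucleolar compartment, a nuclear body marking cancer cells; inconclusive = readout between -30 and a set limit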;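 also: plate controls were DMSO wells for no effect and camptothecin positive control wells for full effect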
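Compounds are pinned in duplicate onto adhered PC3M cells stably expressing GFP-tagged PTB and incubated 16 h at 37 C. Cells are then fixed, nuclei stained with Hoechst, and PNC-positive cells counted.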
* hit, by the source's call; [ ] = another dose, or the depositor's remark. Unless noted, calls follow the shape of the dose curve; as a rule, active = well fitted curve in the direction sought with a large enough effect; inconclusive = small, poorly fitted or top-dose-only effect, or another doubt; inactive = no such curve, though single readings can be large; an effect the other way counts as inactive or inconclusive. Unless noted, % is scaled to controls: 0 for no effect and ±100 for the full control effect.

For O=[N+]([O-])c1cccc(Cl)c1N1CCOCC1 the results were 12-hLO inh 2.9% and PNC inhibitor -12.1.
`COc1cc(C2C(C#N)=C(C)NC3=C2C(=O)c2ccccc23)cc(OC)c1OC` (stereo not given) gave 15-hLO-2 inh 12.4%[11.4 µM], IMPase inh 6.2[1.84 µM], 12-hLO inh -0.2% and PNC inhibitor -115.5*.
`Cc1ccc(-c2ccc(/C=N/n3cnnc3)o2)cc1Cl` gave 15-hLO-2 inh 7.9%, IMPase inh -3.6, 12-hLO inh -1.5% and PNC inhibitor 29.3.
CC(O)CNc1nc2c(c(=O)n(C)c(=O)n2C)n1Cc1cccc(Br)c1 (stereo not given) was read as 15-hLO-2 inh -6.7%, IMPase inh -3.6, 12-hLO inh -3.3% and PNC inhibitor 6.1.
Screening Cc1cccc(OCC(=O)Nc2ccc3c(C)cc(=O)oc3c2)c1 returned 12-hLO inh -1.7% and PNC inhibitor 110.6.
`O=C(Nc1ccc([N+](=O)[O-])cc1)Nc1ccc(OC(F)F)c(Cl)c1` gave 12-hLO inh -12.4% and PNC inhibitor -113.4*.
For Cc1ncsc1CCOC(=O)C12CC3CC(CC(C3)C1)C2 the results were 15-hLO-2 inh 5.6%, IMPase inh 8.2, 12-hLO inh -0.7% and PNC inhibitor inconclusive.
CCOC(=O)N1CCC(Nc2c(-c3ccc(C)cc3)c(=O)c2=O)CC1 was read as IMPase inh -7.0, 12-hLO inh 8.4% and PNC inhibitor inconclusive.
O=C(NCc1ccco1)c1ccc(COCC(F)(F)F)cc1 was read as 15-hLO-2 inh -5.0%, IMPase inh 8.6, 12-hLO inh -5.9% and PNC inhibitor inconclusive.
For CN(C)c1ccc(P(=O)(Nc2ccccc2)N2CCOCC2)c(NC(=O)c2cccs2)c1 (stereo not given) the results were 12-hLO inh -0.3% and PNC inhibitor -1.6.
CCOC(=O)N1CCN(S(=O)(=O)c2c(C)[nH]c(=O)[nH]c2=O)CC1 was read as 15-hLO-2 inh 4.0%, IMPase inh 2.6, 12-hLO inh 7.2% and PNC inhibitor -17.5.
For Nc1nnnn1/N=C/c1ccc(N2CCCCC2)c([N+](=O)[O-])c1 the results were IMPase inh 9.4, 12-hLO inh 2.5% and PNC inhibitor -1.9.
Screening Cc1ccc(S(=O)(=O)N2CCCN(S(=O)(=O)c3ccc(C)cc3)CC2)cc1 returned 15-hLO-2 inh -4.7%, IMPase inh 5.9, 12-hLO inh -13.3% and PNC inhibitor -19.5.
For CCn1c(=O)cc(OCC(=O)Nc2ccccc2C#N)c2ccccc21 the results were 15-hLO-2 inh -2.5%, IMPase inh -4.3, 12-hLO inh 1.7% and PNC inhibitor 16.9.
CCOC(=O)N1CCC(NC(=O)C2CCCN2C(=O)OCc2ccccc2)CC1 (stereo not given) was read as 15-hLO-2 inh -1.8%, IMPase inh -7.5, 12-hLO inh -2.7% and PNC inhibitor 10.0.
Screening CC1=C(C(=O)OCC2CCCO2)C(c2ccncc2)C2=C(CCCC2=O)N1 (stereo not given) returned 15-hLO-2 inh 2.5%, IMPase inh 3.7, 12-hLO inh -3.8% and PNC inhibitor 5.4.
Screening O=C(CSc1nc2ccccc2[nH]1)N1CCN(c2ccccc2)CC1 returned 15-hLO-2 inh 1.3%, IMPase inh -12.2, 12-hLO inh -0.4% and PNC inhibitor 45.4.
CCOC(=O)c1cc(-c2ccc(/C=C3/C(=O)NC(=O)C(C#N)=C3C)o2)ccc1Cl was read as 15-hLO-2 inh 25.1µM*, IMPase inh -5.2, 12-hLO inh -20.0% and PNC inhibitor -12.9.
`COc1cccc(C(=O)CSc2nnc(-c3ccco3)n2CC2CCCO2)c1` (stereo not given) gave 15-hLO-2 inh -6.3%, IMPase inh 1.6, 12-hLO inh -0.3% and PNC inhibitor -26.2.
COc1ccc2oc(=O)c(C(=O)NCC3CCCO3)cc2c1 (stereo not given) was read as 15-hLO-2 inh -1.4%, IMPase inh -2.1, 12-hLO inh 1.6% and PNC inhibitor 20.8.
Screening COc1cccc2sc(NC(=O)c3ccc(Br)s3)nc12 returned 15-hLO-2 inh -10.6%, IMPase inh inconclusive, 12-hLO inh 1.1% and PNC inhibitor 9.3.
Screening CCCCNc1c(C(=O)OCC)c(=O)[nH]c2ccccc12 returned 15-hLO-2 inh 4.1%, IMPase inh 1.7, 12-hLO inh -4.7% and PNC inhibitor -3.8.
For CC(C)C1=CC(=NS(=O)(=O)c2cccc([N+](=O)[O-])c2)C=C(C(C)C)C1=O the results were 15-hLO-2 inh inconclusive, IMPase inh 4.7, 12-hLO inh -0.6% and PNC inhibitor 6.1.
Cc1ccc(CNC(=O)COC(=O)[C@@H]2CC(O)CN2S(=O)(=O)c2ccc3c(c2)OCCO3)cc1 (stereo not given in full) was read as 12-hLO inh 2.0% and PNC inhibitor inconclusive.
Screening COc1ccc2nc(NC(=O)c3cccc(-c4cc5ccccc5oc4=O)c3)sc2c1 returned 12-hLO inh 0.2% and PNC inhibitor 17.6.
O=C(CCCCn1c(=O)c2ccccc2n(CC(=O)Nc2ccc(F)cc2)c1=O)NCc1ccco1 was read as 15-hLO-2 inh 1.3%, IMPase inh 10.9, 12-hLO inh 1.0% and PNC inhibitor -5.7.
Screening O=C(Nc1ccc2c(c1)OCO2)C1Cc2ccccc2CN1S(=O)(=O)c1cccs1 (stereo not given) returned 15-hLO-2 inh -27.9%, IMPase inh 10.1, 12-hLO inh -7.9% and PNC inhibitor -0.7.
`Cc1cc(C)c(/C=N/n2c(C)cc(C)c(C#N)c2=O)c(C)c1` gave 12-hLO inh 7.6% and PNC inhibitor 36.8.
O=c1cc(C(F)(F)C(F)F)oc2ccccc12 was read as 15-hLO-2 inh 2.5%, IMPase inh -1.4, 12-hLO inh -5.7% and PNC inhibitor -11.6.
Screening O=C(Cc1ccccc1)Nc1ccc(NC(=O)C2CC2)nc1 returned 15-hLO-2 inh 2.1%, IMPase inh 10.4, 12-hLO inh -1.7% and PNC inhibitor 17.3.
For Cc1nn(C)c(C)c1S(=O)(=O)N(CC(=O)NCCN1CCOCC1)c1ccc(C(C)C)cc1 the results were IMPase inh -9.4, 12-hLO inh 0.2% and PNC inhibitor 2.5.
Cc1ccc(CSCC(=O)N/N=C/c2cccc(OC3CSC3)c2)cc1 was read as 12-hLO inh -0.8% and PNC inhibitor inconclusive.
Screening Cc1ccc(C(=O)COC(=O)c2cc(Cl)nc3ccccc23)cc1 returned 15-hLO-2 inh -6.4%, IMPase inh 2.0, 12-hLO inh -6.2% and PNC inhibitor 27.1.
For CC(=O)C(C(C)=O)C(NC(=O)c1cccnc1)(C(F)(F)F)C(F)(F)F the results were 15-hLO-2 inh -3.2%, IMPase inh 3.4, 12-hLO inh 6.1% and PNC inhibitor inconclusive.
`CC(c1nnc(SCC(=O)N2CC(=O)Nc3ccccc32)n1Cc1ccccc1)N(C)C` (stereo not given) gave 15-hLO-2 inh -0.6%, IMPase inh 6.7, 12-hLO inh 2.0% and PNC inhibitor -3.5.
COc1cccc(N2CC(C(=O)Nc3nnc(SCC(=O)c4ccccc4)s3)CC2=O)c1 (stereo not given) was read as IMPase inh 0.2, 12-hLO inh 0.0% and PNC inhibitor 11.0.
`O=C(Cn1cnc2ccccc21)Nc1cc(C(F)(F)F)ccc1N1CCOCC1` gave 15-hLO-2 inh 14.8%, IMPase inh 2.4, 12-hLO inh -7.8% and PNC inhibitor inconclusive.
For Cc1cc(C(F)F)nn1CC(=O)NCc1ccccc1F the results were IMPase inh -11.6, 12-hLO inh -1.5% and PNC inhibitor -22.9.
CSCCC1C(C#N)=C(N)Oc2n[nH]c(-c3cccs3)c21 (stereo not given) was read as 15-hLO-2 inh -15.2%, IMPase inh -1.6, 12-hLO inh -13.2% and PNC inhibitor inconclusive.
`c1ccc2c(c1)Cc1cc(CN3CCOCC3)ccc1-2` gave 15-hLO-2 inh 11.5%, IMPase inh -6.3, 12-hLO inh 9.4% and PNC inhibitor 17.4.
C=CCn1c(=O)c2ccccc2n2c(SCc3nc(N)nc(Nc4ccccc4C)n3)nnc12 was read as 15-hLO-2 inh 5.0%, IMPase inh -4.2, 12-hLO inh -3.4% and PNC inhibitor -15.8.
`Cc1cccc(C(=O)Nc2ccccc2-c2nnn(CC(=O)Nc3ccc4c(c3)OCCO4)n2)c1` gave 15-hLO-2 inh -11.0%, IMPase inh 6.6, 12-hLO inh -0.4% and PNC inhibitor 27.0.
Screening CNC(=O)CN(C1CCCCC1)S(=O)(=O)c1ccc(OC)c(Cl)c1 returned 15-hLO-2 inh 0.7%, IMPase inh -3.8, 12-hLO inh -6.8% and PNC inhibitor 19.1.
For C=C1CC(C(=O)N/N=C/c2ccccc2)C1 the results were 12-hLO inh 1.5% and PNC inhibitor 7.4.
`COc1cc(/C=N/NC(=O)C(=O)NCc2ccco2)ccc1O` gave IMPase inh 3.7, 12-hLO inh -5.6% and PNC inhibitor 31.6.
`Cc1cc(C)c2c3c(sc2n1)C(=O)N(Cc1ccccc1)CC(=O)N3` gave 15-hLO-2 inh -2.3%, IMPase inh -18.4, 12-hLO inh 7.9% and PNC inhibitor 22.9.
`Nc1nc(SCC(=O)C23CC4CC(CC(C4)C2)C3)n[nH]1` gave 15-hLO-2 inh 17.5%, IMPase inh -1.2, 12-hLO inh 1.1% and PNC inhibitor -17.6.
Screening COc1ccc(Br)cc1CN(C)CC(=O)Nc1ccccc1Cl returned IMPase inh 0.1, 12-hLO inh -1.8% and PNC inhibitor -23.5.
`O=C(CN1CCCC1=O)NC1(C(F)(F)F)NC(=O)N(Cc2ccccc2)C1=O` (stereo not given) gave 15-hLO-2 inh -0.6%, IMPase inh 3.1, 12-hLO inh 0.8% and PNC inhibitor -4.8.
Screening Cc1ccc(-n2nnnc2SCC(=O)N2CCc3ccccc3C2)c(C)c1 returned 15-hLO-2 inh 1.6%[2.29 µM], IMPase inh -1.8, 12-hLO inh -10.9% and PNC inhibitor inconclusive.
COc1cccc(C2NC(=O)c3sc(=S)n(-c4ccccc4)c3N2)c1 (stereo not given) was read as 15-hLO-2 inh -25.9%, IMPase inh -5.2, 12-hLO inh -1.4% and PNC inhibitor 17.1.
O=c1c(-c2ccc(F)c(F)c2)nc2cncnc2n1Cc1ccccc1 was read as 15-hLO-2 inh 0.3% and 12-hLO inh -4.2%.
For CC(C)CCN=Cc1c(O)n(-c2ccccc2)c(=O)c2ccccc12 the results were 15-hLO-2 inh -5.6%, IMPase inh -0.3, 12-hLO inh 2.1% and PNC inhibitor inconclusive.
For Cc1cc(NC(=O)CSc2nnc(-c3cccs3)n2N)no1 the results were 15-hLO-2 inh 0.6%, IMPase inh 0.2, 12-hLO inh -3.6% and PNC inhibitor 15.9.
CNC(=O)c1ccsc1NC(=O)c1ccc(S(=O)(=O)N2CCc3ccccc32)cc1 was read as 12-hLO inh -1.1% and PNC inhibitor 17.8.
CCn1c2ccccc2c2cc(NC(=O)c3ccco3)ccc21 was read as 15-hLO-2 inh 2.5%, IMPase inh 3.9, 12-hLO inh -2.4% and PNC inhibitor -19.2.
For CCn1c(SCC(=O)NCc2ccco2)nnc1-c1ccc(N)cc1 the results were 15-hLO-2 inh -7.9%, IMPase inh -8.6, 12-hLO inh -6.6% and PNC inhibitor 6.7.
Screening CCc1ccc(NC(=O)CSc2nc3cc(C(=O)OC)ccc3c(=O)n2Cc2ccco2)cc1 returned 15-hLO-2 inh -28.4%, IMPase inh inconclusive, 12-hLO inh 0.6% and PNC inhibitor -24.5.
For COc1ccc2[nH]cc(C(=O)CN3CCN(C/C=C/c4ccccc4)CC3)c2c1 the results were 15-hLO-2 inh 25.6%, IMPase inh 0.7, 12-hLO inh -14.8% and PNC inhibitor inconclusive.
Screening COc1nc(OC)nc(N2CCC(C(=O)NCc3ccc(F)cc3)CC2)n1 returned 15-hLO-2 inh -8.5%, IMPase inh -2.0, 12-hLO inh -0.2% and PNC inhibitor inconclusive.

A portion of the library, so the mix of outcomes need not match the whole.
